# Growth percent in the NCI-60 one-dose screen (48 h, 10 µM unless noted): 100 = growth as untreated, 0 = no growth, -100 = all killed.
# U251 – U251 CNS tumor cells. hit rate 5.4% among 80,000. AID 1794753
# SF-539 – SF-539 CNS cancer. hit rate 6.8% among 81,000. AID 1794752
# OVCAR-8 – OVCAR-8 ovarian cancer | hit rate 4.4% among 81,000
# SNB-19 – SNB-19 CNS cancer cells | hit rate 2.5% among 81,000
# OVCAR-3 – OVCAR-3 ovarian cancer; hit rate 7% among 79,000; AID 1794787
# SF-268 – SF-268 CNS cancer cells; AID 1794759; hit rate 3.1% among 82,000
# SF-295 – SF-295 CNS cancer cells | hit rate 5.6% among 79,000
# DU-145 – DU-145 prostate cancer; hit rate 4.2% among 81,000; AID 1794760
# PC-3 – PC-3 prostate cancer cells; AID 1794754; hit rate 3.9% among 80,000
# Numbers without * were called inactive; / = not tested or not shown; & = joins results of further samples; [ ] = dose if it differs, or a comment. The calls were made as follows: active = growth percent below 10; inactive = the rest.
Molecule	U251	SF-539	OVCAR-8	SNB-19	OVCAR-3	SF-268	SF-295	DU-145	PC-3
CCc1cccc(CC)c1NC(=O)NN(CC)CC	90[100 µM]	105[100 µM]	99[100 µM]	101[100 µM]	98[100 µM]	96[100 µM]	91[100 µM]	105[100 µM]	97[100 µM]
CC(C)C[C@H]1N[C@]2(C(=O)Nc3ccccc32)[C@@H](c2ccc(F)cc2)[C@@H]1C(=O)c1ccc(O)cc1	87	93	96	95	102	88	95	99	53
CCCOC(=O)Nc1nc2ccc(SCC(C)C)cc2s1	49	27	61	54	16	53	32	58	46
Cc1[nH]c(C2CC(c3ccccc3)=NN2C(=O)C2CCC2)c(C)c1C(=O)NCC(F)(F)F (configuration not stated)	106	95	101	98	108	95	98	108	89
Cc1ccc2c(c1)sc1nc(-c3c[nH]c4ccccc34)c(Nc3ccc(Br)cc3)n12	106	104	103	95	103	93	98	108	90
C[C@H]1[C@@H]2[C@H]3CC[C@@H]4[C@@]5(C)CC[C@H](O)C(C)(C)[C@@H]5CC[C@@]4(C)[C@]3(C)CC[C@]23COC1(C)[C@@H](C(=O)/C=C\c1ccc(C(F)(F)F)cc1)C3	94	99	97	97	108	101	101	104	97
O=C(O)Cc1sc(=O)[nH]c1O	95&103	94&93	103&105	105&103	104&106	100&96	104&101	107&115	91&116
Cc1cc2occ(CC(=O)Nc3nnc(C4CC4)s3)c2cc1C	99	137	115	98	112	108	94	159	104
COc1cc(-c2nnc3c4[nH]ccc4ncn23)ccc1O	57	24	61	76	65	65	69	61	72
C=C(CNCCc1ccc(O)cc1)[C@@H]1CC[C@]2(CO)CC[C@]3(C)[C@H](CC[C@@H]4[C@@]5(C)CCC(=O)C(C)(C)[C@@H]5CC[C@]43C)[C@@H]12	-64*	79	-70*	49	40	46	84	43	15
CCCCCCCCCCCC1=NC(CC)(CO)CO1 (configuration not stated)	83	90	96	98	105	97	97	102	73
CCCCN(CCCC)S(=O)(=O)c1ccc(C)cc1	111	103	103	93	101	96	106	103	107
O=C(CNc1ccc(F)cc1)N1c2cccc3cccc(c23)N(C(=O)CNc2ccc(F)cc2)C1c1cn(-c2ccccc2)nc1-c1cccc([N+](=O)[O-])c1	94	103	95	89	90	90	98	113	75
C=C(Br)c1ccc2c(c1)OCO2	95	98	99	106	103	100	107	110	102
CC1(C)CC(=O)c2c(nn(-c3ccccc3)c2-c2cn(-c3ccccc3)nc2-c2ccc([N+](=O)[O-])cc2)C1	81	109	46	98	78	94	96	100	61
N=C(N)c1ccc(-c2ccc(-c3ccc(Cl)c(Cl)c3)s2)cc1	-66*	53	-17*	-24*	-88*	56	35	-89*	-24*
CNC(=O)c1cncc(Cn2nc(C)c(NC(=O)c3ccc(COc4ccc(C(F)(F)F)cc4C)cc3)c2C)c1	64	81	55	57	41	71	40	67	54
O=c1[nH]cc(NCCO)c(=O)[nH]1	94	104	98	94	101	97	98	109	93
C=C(CNCCc1ccc(O)cc1)[C@@H]1CC[C@]2(CO)CC[C@]3(C)[C@H](CC[C@@H]4[C@@]5(C)CCC(N)C(C)(C)[C@@H]5CC[C@]43C)[C@@H]12 (some centres not stated)	-84*	-93*	-57*	-86*	-54*	-74*	-82*	-69*	-75*
COc1cc(-c2nn(-c3cccc(NC(=O)CN4CCOCC4)c3)cc2-c2cccnc2)ccc1Cl	93	87	76	88	77	85	77	82	58
Nc1cccc(N)c1	103	96	106	95	121	91	102	105	127
COc1ccc(C2(OC)Oc3cc(OC)ccc3C(=O)C2(O)OC)cc1 (configuration not stated)	102	99	108	98	116	103	/	102	100
COC(C(N)=O)c1ccccc1 (configuration not stated)	109	99	103	101	104	98	98	112	99
C[N+](C)(C)CC(=O)N/N=C/c1ccc2c(c1)OCO2	103	100	122	102	103	106	109	119	103

# Compounds from the list above that have fluorine, in the order listed:
Molecule	U251	SF-539	OVCAR-8	SNB-19	OVCAR-3	SF-268	SF-295	DU-145	PC-3
CC(C)C[C@H]1N[C@]2(C(=O)Nc3ccccc32)[C@@H](c2ccc(F)cc2)[C@@H]1C(=O)c1ccc(O)cc1	87	93	96	95	102	88	95	99	53
Cc1[nH]c(C2CC(c3ccccc3)=NN2C(=O)C2CCC2)c(C)c1C(=O)NCC(F)(F)F (configuration not stated)	106	95	101	98	108	95	98	108	89
C[C@H]1[C@@H]2[C@H]3CC[C@@H]4[C@@]5(C)CC[C@H](O)C(C)(C)[C@@H]5CC[C@@]4(C)[C@]3(C)CC[C@]23COC1(C)[C@@H](C(=O)/C=C\c1ccc(C(F)(F)F)cc1)C3	94	99	97	97	108	101	101	104	97
O=C(CNc1ccc(F)cc1)N1c2cccc3cccc(c23)N(C(=O)CNc2ccc(F)cc2)C1c1cn(-c2ccccc2)nc1-c1cccc([N+](=O)[O-])c1	94	103	95	89	90	90	98	113	75
CNC(=O)c1cncc(Cn2nc(C)c(NC(=O)c3ccc(COc4ccc(C(F)(F)F)cc4C)cc3)c2C)c1	64	81	55	57	41	71	40	67	54

# (list continues)
Molecule	U251	SF-539	OVCAR-8	SNB-19	OVCAR-3	SF-268	SF-295	DU-145	PC-3
COc1ccc(CNc2ccccn2)cc1	110	98	97	107	198	140	105	134	97
Cc1ccc(NC(=O)N(O)C2CCCCC2C#N)cc1 (configuration not stated)	107	91	108	106	112	102	/	107	99
CCOC(=O)C1C(=O)C=C(c2cnccn2)CC1c1ccc(OC)c(OC)c1 (configuration not stated)	99	96	92	102	106	102	95	105	70
CNC(=O)Sc1ccc(C)c(N(C)C)c1	98	101	109	102	110	106	/	112	99
COc1ccccc1/C(C)=N/n1c(N)nc(SC)c(C#N)c1=O	108	101	97	96	118	111	100	113	93
Cc1nc2ccccc2n1C(=O)C[C@@H]1NC(=S)NC1=O	/	99	94	98	108	95	98	109	105
CCN(CC)CCOC(=O)c1cc(Br)cc(-c2ccccc2)c1O	101	102	101	107	108	103	104	102	92
C=C1CC[C@@H]2[C@]3(C)COC(c4cn[nH]c4-c4ccc(C)cc4)O[C@@H]3CC[C@@]2(C)[C@@H]1C/C=C1/C(=O)OCC1O (some centres not stated)	-63*	-88*	-22*	38	-23*	54	50	37	38
CC1(C)OC(=O)N(CO)C1=O	/	102	98	105	114	108	/	108	111
CC1=C(c2cc3ccccc3c3ccccc23)CCCC1	99	100	112	99	105	99	100	104	92
C[C@@H]1CC[C@]2(C(=O)O)[C@H](CC[C@@H]3O[C@@]32C)[C@]1(CCc1ccoc1)C(=O)O	98	96	94	94	110	98	99	108	100
COc1ccc(C2CC(c3ccc(N)cc3)=NN2C(=O)c2cc(-c3ccc(Cl)cc3)nc3ccccc23)cc1 (configuration not stated)	92	88	103	93	76	89	70	106	67
CC(=O)C(=Cc1ccc2c(c1)OCO2)C(C)=O	103	94	105	95	101	99	92	106	105
Clc1ccc(-c2ccnc3c2c(-c2ccccc2)nn3-c2ccccc2)cc1	102	102	109	101	116	99	101	104	105
CC(C)(C)c1ccc(C(=O)N/N=C2\c3ccccc3-c3cccc(C(=O)O)c32)cc1	91	104	99	87	104	96	95	107	91
COc1ccccc1-c1c(C)nn2c(NCc3ccccn3)cc(C)nc12	101	104	96	135	18	114	93	108	79
COc1ccc(C=Nc2ccccc2O)cc1	94	117	83	97	82	91	112	89	39
COc1ccc(Oc2ccccc2NC(=O)CNC(=O)c2cccc3ccccc23)cc1	17[5 µM]	-21*[5 µM]	17[5 µM]	51[5 µM]	-17*[5 µM]	44[5 µM]	13[5 µM]	17[5 µM]	21[5 µM]
C=CCOC(=O)C1=C(C)N(CC)C(=O)N(CC)C1c1c(Cl)n(C)c2ccccc12 (configuration not stated)	88	88	88	76	90	87	69	99	50
COc1cc2oc(-c3cccc(NC(=O)c4cccc(Br)c4)c3)cc(=O)c2c(OC)c1OC	54	69	35	75	66	60	41	54	35
COC(=O)C1(C)CCC[C@]2(C)[C@H]3C[C@H]4C(C(C)C)=C[C@]3(CC[C@@H]12)[C@@H]1C(=O)CC[C@H](OC(=O)Cc2c[nH]c3ccccc23)[C@@H]14 (some centres not stated)	90	90	90	97	/	90	92	99	61
CCCCCCCCCCC1OCC(CC)(CCCC)CO1 (configuration not stated)	98	99	99	100	106	99	104	110	97
C/C(=N\Nc1nc(C)cs1)c1cc2ccccc2o1	94	95	93	96	94	98	95	107	70
CCOC(=O)COC(=O)c1ccccc1C(=O)OC	106	102	/	101	113	109	109	132	96

# One compound at a time, from the list above:
# CC(C)(C)c1ccc(C(=O)N/N=C2\c3ccccc3-c3cccc(C(=O)O)c32)cc1 across the screens: U251: 91; SF-539: 104; OVCAR-8: 99; SNB-19: 87; OVCAR-3: 104; SF-268: 96; SF-295: 95; DU-145: 107; PC-3: 91
# Cc1ccc(NC(=O)N(O)C2CCCCC2C#N)cc1 (configuration not stated) across the screens: U251: 107; SF-539: 91; OVCAR-8: 108; SNB-19: 106; OVCAR-3: 112; SF-268: 102; SF-295: /; DU-145: 107; PC-3: 99

# The list continues.
Molecule	U251	SF-539	OVCAR-8	SNB-19	OVCAR-3	SF-268	SF-295	DU-145	PC-3
O=Cn1nc(-c2ccc(Br)cc2)cc1-c1ccccn1	77	92	98	107	124	117	90	115	93
C=C(C)[C@@H]1CC[C@]2(C(=O)NCCCCNCCCN)CC[C@]3(C)[C@H](CC[C@@H]4[C@@]5(C)CCC(=O)C(C)(C)[C@@H]5CC[C@]43C)[C@@H]12	101	102	105	97	108	96	101	105	103
CC(C#N)(CCc1ccccn1)CCc1ccccn1	101	100	102	99	120	103	103	106	96
O=C(Nc1nc2c(s1)CCc1c-2c(Br)n(Cc2ccccc2)c1-c1ccccc1)c1ccccc1	90	95	87	100	97	97	83	100	65
Cc1cccc(OCCCCCl)c1	94	97	94	103	109	104	99	119	84
CCCCCOc1ccc(OCCCN2CCN(C(=O)OCC)CC2)cc1	82	102	84	91	89	95	73	94	59
COc1cc2nc(Cl)nc(Nc3cccc(C4=NN(C(C)=O)C(c5ccccc5)C4)c3)c2cc1OC (configuration not stated)	82	88	78	90	93	86	80	89	74
CCCCn1c(=O)c(/C=C/C(=O)/C=C/c2ccc3c(c2)OCO3)cc2ccccc21	65	104	70	82	67	80	103	95	51
O=NC1C(Cl)C2CC1C1C=CCC12 (configuration not stated)	106	101	101	108	102	103	96	107	99
COc1ccc(-c2cnc3sc(C(=O)NNC(=O)c4ccc(Br)cc4)c(C)n23)cc1	99	98	103	99	123	110	103	118	103
CCOC(=O)N1C(=O)/C(=C\c2ccc(OC)cc2)SC1=Nc1c(C)nn(-c2ccccc2)c1N	73	68	87	71	45	89	/	103	59
Cc1ccc(-c2nc3c(N)nc(N)nc3nc2N)cc1	103	114	110	106	121	110	121	110	106
Cc1ccc(-c2nc(S(=O)(=O)c3ccc(C)cc3)c(S(=O)(=O)c3ccc(C)cc3)o2)cc1	95	97	110	97	126	109	96	118	106
O=C(O)c1cccc2cccnc12	97	/	106	102	102	99	110	101	96
C[C@@H]1C(=O)[C@]23C[C@H]1CC[C@@]21C(=O)OC[C@]12C(=O)C=CC(C)(C)[C@H]2O3	93	102	103	101	108	100	95	102	89
C[C@@H](C[C@H](CCOCc1ccccn1)c1ccccc1)c1ccc2ccccc2c1	87	101	48	101	100	94	98	104	90
CCC/C(=C\c1ccc(OCOC)c(OCOC)c1)C(=O)NC(Cc1ccccc1)C(O)C(=O)NCc1ccccc1 (configuration not stated)	97	100	97	86	104	100	86	101	86
CN(N=O)c1ccc(Cc2ccc(N(C)N=O)cc2)cc1	85	95	93	95	91	96	95	96	82

# Quoted from the listing.
# For OVCAR-3, CCC/C(=C\c1ccc(OCOC)c(OCOC)c1)C(=O)NC(Cc1ccccc1)C(O)C(=O)NCc1ccccc1 (configuration not stated) has 104
# For SNB-19, C[C@@H]1C(=O)[C@]23C[C@H]1CC[C@@]21C(=O)OC[C@]12C(=O)C=CC(C)(C)[C@H]2O3 has 101
